Assay outcomes deposited in PubChem BioAssay by Sanford-Burnham Center for Chemical Genomics.
EBI2 antag – blocks human EBI2 receptor beta-arrestin signaling | P32249 | inhibition, % at 5 µM | EBI2 beta-arrestin recruitment, luminescence, 7a,25-OHC stimulated | 360,000 tested, 0.81% active; in the data active = inhibition above about 38%;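 also: enzyme fragment complementation signal reports receptor beta-arrestin coupling in cells; 0% = agonist plus DMSO wells and 100% = wells without agonist; some results beyond the cut were filed as inactive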
Gli-Sufu block – antagonists of Gli-Sufu signaling; Sufu-KO-LIGHT fibroblasts, Gli luciferase reporter luminescence; inhibition, % at 5 µM; 340,000 tested, 0.74% active; AID 588413;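 active = inhibition above about 55%, limit read from the data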;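 also: 0% = DMSO-treated cells and 100% = wells with medium but no cells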
CXCR6 block – inhibitors of human CXCR6 receptor. O00574. CHO-K1 PathHunter CXCR6 beta-arrestin, luminescence. inhibition, % at 20 µM. 360,000 tested, 0.36% active. AID 602244; in the data active = inhibition above about 34%, passing the limit was not always enough;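 also: antagonist mode with CXCL16 agonist at 10 nM final; 0% = 10 nM CXCL16 with DMSO and 100% = unstimulated wells without agonist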
697 NFkB inh – inhibitors of the PMA/ionomycin-induced NF-kB reporter in 697 B cells. 697 B-cell NF-kB luciferase reporter, 16 h. inhibition, % at 4 µM. 330,000 tested, 0.33% active; in the data active = inhibition above about 35%
CCR6 antag – CCR6 (human) receptor antagonism; CHO-K1 CCR6 PathHunter beta-arrestin, luminescence, CCL20-stimulated; 340,000 tested, 0.49% active; inhibition, % at 20 µM; P51684; AID 493098;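 active = compounds whose inhibition of the agonist-driven luminescence signal at 20 µM reaches about 50%, limit read from the data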;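 also: cells stimulated with CCL20 at 14 nM final; plate controls were DMSO with CCL20 for no effect and DMSO without agonist for full effect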
Target sequence (P51684 whole entry, looked up): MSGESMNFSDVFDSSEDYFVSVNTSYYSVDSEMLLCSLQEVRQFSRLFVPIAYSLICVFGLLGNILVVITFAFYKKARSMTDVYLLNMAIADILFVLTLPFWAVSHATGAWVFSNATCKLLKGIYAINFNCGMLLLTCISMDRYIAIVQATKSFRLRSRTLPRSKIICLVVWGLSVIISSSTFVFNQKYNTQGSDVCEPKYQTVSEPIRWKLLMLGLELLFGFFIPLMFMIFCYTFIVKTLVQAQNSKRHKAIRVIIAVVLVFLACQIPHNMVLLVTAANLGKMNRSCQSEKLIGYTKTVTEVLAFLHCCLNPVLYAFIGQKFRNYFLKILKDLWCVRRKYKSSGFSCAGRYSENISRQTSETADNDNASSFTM
Jurkat NFkB inh – lowers PMA/ionomycin-induced NF-kB signal in Jurkat cells | PMA/ionomycin-induced NF-kB luciferase reporter, luminescence | inhibition, % at 4 µM | 330,000 tested, 0.53% active | AID 435003; in the data active = inhibition above about 50%
UBC13 polyUb – inhibitors of human UBC13 polyubiquitin chain formation; inhibition, % at 20 µM; AID 485273; TR-FRET; 330,000 tested, 0.47% active; P61088; in the data active = inhibition above about 45%, passing the limit was not always enough
Target sequence (P61088 whole entry, looked up): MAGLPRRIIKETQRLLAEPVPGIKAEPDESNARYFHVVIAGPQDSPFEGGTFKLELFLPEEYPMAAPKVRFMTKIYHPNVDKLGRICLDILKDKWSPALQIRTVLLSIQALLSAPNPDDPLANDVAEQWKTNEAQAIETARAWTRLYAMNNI
APJ antag – blocks the human apelin receptor APJ. inhibition, % at 20 µM. CHO-K1 APJ beta-arrestin complementation, luminescence. 330,000 tested, 0.32% active;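 active = inhibition above about 40% at 20 µM, limit read from the data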;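 also: cells challenged with 10 nM apelin-13 agonist together with compound; plate controls were apelin-13 plus DMSO wells for no effect and DMSO wells lacking apelin-13 for full effect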
Target sequence (P35414 whole entry, looked up): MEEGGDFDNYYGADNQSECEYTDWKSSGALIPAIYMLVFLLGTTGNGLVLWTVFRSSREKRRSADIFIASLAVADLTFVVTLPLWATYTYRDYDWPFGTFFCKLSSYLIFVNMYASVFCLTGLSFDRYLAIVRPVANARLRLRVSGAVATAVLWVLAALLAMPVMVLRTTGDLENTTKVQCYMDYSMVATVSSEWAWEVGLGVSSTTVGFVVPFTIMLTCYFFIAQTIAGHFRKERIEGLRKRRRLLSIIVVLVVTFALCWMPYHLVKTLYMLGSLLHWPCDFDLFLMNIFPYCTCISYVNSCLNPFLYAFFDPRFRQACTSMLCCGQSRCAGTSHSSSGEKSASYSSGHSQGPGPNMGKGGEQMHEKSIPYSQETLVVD
* = called active by the depositor; . = no result given.

[1] COc1ccc(N=C2CC(C)(C)CC(=O)/C2=C(/O)c2ccccc2)cc1
[2] O=C(N/N=C/c1cc([N+](=O)[O-])ccc1O)c1ccc(COc2ccc3c(c2)CCC3)o1
[3] CCC(=O)N1CCc2cc(Br)cc(S(=O)(=O)NCc3ccccc3OC)c21
[4] Cc1ccc(NC(=O)C(OC(=O)c2ccc(NC(N)=O)cc2)c2ccccc2)cc1Cl (stereo unspecified)
[5] O=C(NC1CCCCC1)c1cc(C2CC2)nn1-c1ccccc1
assay / entry,1,2,3,4,5
EBI2 antag,-14,6,11,15,-8
Gli-Sufu block,6,-56,-14,3,7
CXCR6 block,-11,13,0,1,4
697 NFkB inh,-5,-98,14,-9,0
CCR6 antag,6,35,26,1,14
Jurkat NFkB inh,7,8,-12,15,1
UBC13 polyUb,-4,-25,-3,-10,7
APJ antag,0,15,3,18,-5

[6] O=C(Nc1ccc(N2CCOCC2)cc1)c1ccc(S(=O)(=O)N2CCCCC2)cc1
[7] COc1ccccc1NS(=O)(=O)c1cc2c3c(c1)CC(=O)N3CCC2
[8] Cc1ccc(C)c(NC(=O)C2CCCN2C(=O)NC2CCCCC2)c1 (stereo unspecified)
[9] CCC(=O)c1ccc(OCC(=O)OCC(=O)N(C)CC(=O)Nc2ccc(F)cc2)cc1
[10] Cc1cc(CSc2nc(C)cc(=O)[nH]2)c2ncccc2c1
assay / entry,6,7,8,9,10
EBI2 antag,-5,-2,-6,2,-16
Gli-Sufu block,3,-16,0,2,-7
CXCR6 block,-4,-1,6,-3,-3
697 NFkB inh,.,-3,-1,3,-1
CCR6 antag,-1,-6,-8,12,10
Jurkat NFkB inh,.,1,-2,-4,13
UBC13 polyUb,.,-2,9,1,-4
APJ antag,.,7,13,-22,5

[11] CC1CCCC(C)N1C(=O)CSc1nc(N)c(-c2ccccc2)c(=O)[nH]1 (stereo unspecified)
[12] C/C(=N\OCC(=O)Nc1ccccc1C(=O)O)c1cccs1
[13] COc1ccc2occ(C(=O)c3ccc(N)cc3)c2c1
[14] O=C(Cn1ncc(Cl)c(Cl)c1=O)NCC1CCCCC1
[15] CCn1ccnc1CN(C)Cc1c(C(=O)N2CCCCCCC2)nc2ccc(Cl)cn12
assay / entry,11,12,13,14,15
EBI2 antag,-2,-10,15,13,-3
Gli-Sufu block,2,-14,-82,0,10
CXCR6 block,-3,6,9,4,-4
697 NFkB inh,2,-8,-87,.,-8
CCR6 antag,14,7,3,11,7
Jurkat NFkB inh,14,-3,-95,.,-26
UBC13 polyUb,-6,1,12,.,-1
APJ antag,17,6,5,.,13

Rewritten as labelled records: 4 of the compounds above.
(12) C/C(=N\OCC(=O)Nc1ccccc1C(=O)O)c1cccs1
  EBI2 antag = -10 | Gli-Sufu block = -14 | CXCR6 block = 6 | 697 NFkB inh = -8 | CCR6 antag = 7 | Jurkat NFkB inh = -3 | UBC13 polyUb = 1 | APJ antag = 6

(13) COc1ccc2occ(C(=O)c3ccc(N)cc3)c2c1
  EBI2 antag = 15 | Gli-Sufu block = -82 | CXCR6 block = 9 | 697 NFkB inh = -87 | CCR6 antag = 3 | Jurkat NFkB inh = -95 | UBC13 polyUb = 12 | APJ antag = 5

(14) O=C(Cn1ncc(Cl)c(Cl)c1=O)NCC1CCCCC1
  EBI2 antag = 13 | Gli-Sufu block = 0 | CXCR6 block = 4 | 697 NFkB inh = . | CCR6 antag = 11 | Jurkat NFkB inh = . | UBC13 polyUb = . | APJ antag = .

(15) CCn1ccnc1CN(C)Cc1c(C(=O)N2CCCCCCC2)nc2ccc(Cl)cn12
  EBI2 antag = -3 | Gli-Sufu block = 10 | CXCR6 block = -4 | 697 NFkB inh = -8 | CCR6 antag = 7 | Jurkat NFkB inh = -26 | UBC13 polyUb = -1 | APJ antag = 13

Other structures follow:
[16] CCS(=O)(=O)c1nc(S(=O)(=O)c2ccc(Cl)cc2)c(NCc2ccco2)s1
[17] CC(=O)c1cn(CC(=O)Nc2cccc(C)c2C)c2ccccc12
[18] O=C(CCSc1ccccc1Cl)NNC(=O)c1ccncc1
[19] c1ccc(CC2CCN(Cc3ccccn3)CC2)cc1
[20] Cn1c(SCc2nc3ccccc3[nH]2)nnc1-c1cccs1
assay / entry,16,17,18,19,20
EBI2 antag,-7,-7,-4,-6,-13
Gli-Sufu block,3,14,-7,14,8
CXCR6 block,3,-2,2,-8,4
697 NFkB inh,4,9,0,6,8
CCR6 antag,-2,-2,7,7,15
Jurkat NFkB inh,13,38,-1,8,4
UBC13 polyUb,7,24,-6,3,7
APJ antag,10,0,7,-1,-1

[21] CCOC(=O)c1c(C)[nH]c(C)c1S(=O)(=O)N(C)Cc1ccco1
[22] C1CCC2(CC1)OCC1(CO2)COC2(CCCCC2)OC1
[23] Clc1cccc(Oc2ncc(CN3CCOCC3)s2)c1
[24] COc1cccc(NC(=O)C2CCN(C(=O)[C@@H]3Cc4ccccc4CN3)CC2)c1
[25] CC1CC(C)CN(CC(C)(C)NS(=O)(=O)c2ccccc2)C1 (stereo unspecified)
assay / entry,21,22,23,24,25
EBI2 antag,-13,5,-2,-9,3
Gli-Sufu block,-46,4,-17,8,5
CXCR6 block,0,-2,5,5,-2
697 NFkB inh,8,14,-1,-2,-10
CCR6 antag,15,-3,-6,6,14
Jurkat NFkB inh,11,3,-11,-6,6
UBC13 polyUb,6,4,2,9,-5
APJ antag,2,13,-8,11,12

[26] CCN1CCN(CCCNc2ncnc3nc[nH]c23)CC1
[27] CC(C)c1ccc(NC2CCCN(C(=O)c3ccncc3)C2)cc1 (stereo unspecified)
[28] CCc1ccc(NC(=S)N2CCCC2)cc1
[29] COC(=O)c1ccc(Oc2nc(NC(C)(C)C)nc(N3CCOCC3)n2)cc1
[30] Cc1ccc(NC(=O)c2c(C)nc3sc(C(=O)NC4CCCC4)c(N)c3c2-c2ccco2)c(C)c1
assay / entry,26,27,28,29,30
EBI2 antag,-1,5,-3,.,11
Gli-Sufu block,29,12,-63,.,4
CXCR6 block,1,-2,2,.,8
697 NFkB inh,11,-10,-75,-5,12
CCR6 antag,10,-3,-5,.,2
Jurkat NFkB inh,9,-5,-35,10,10
UBC13 polyUb,23,-6,-2,1,-7
APJ antag,-40,2,-5,-1,19

[31] CCCc1cc(=O)oc2cc(OCC(=O)N3CCOCC3)c(Cl)cc12
[32] CC(C)=CCCC(C)CN1CCC(n2nccc2NC(=O)c2ccccc2)CC1 (stereo unspecified)
[33] O=C(CN(Cc1ccccc1F)S(=O)(=O)c1ccc(Cl)cc1)NCCCO
[34] O=c1onc(-c2ccc(Cl)cc2)n1Cc1ccc(F)cc1
[35] CC1Cc2ccccc2N1C(=O)Cn1cnc2ccccc2c1=O (stereo unspecified)
assay / entry,31,32,33,34,35
EBI2 antag,-3,3,3,5,6
Gli-Sufu block,-18,28,6,-5,12
CXCR6 block,-2,7,-3,-6,2
697 NFkB inh,-3,7,-1,9,1
CCR6 antag,8,6,-8,-6,-12
Jurkat NFkB inh,-14,12,7,10,-1
UBC13 polyUb,-7,-4,4,-3,-1
APJ antag,-5,7,18,-3,-10

[36] O=C(CSc1nc2ccccc2n1Cc1ccccc1)N/N=C/c1ccco1
[37] COc1ccccc1N1CCN(CCCCOc2ccc(F)cc2)CC1
[38] O=C(N/C(=C\c1ccc(F)cc1)C(=O)N1CCOCC1)c1ccccc1
[39] C=CCSCC1Nc2cc(Cl)c(S(N)(=O)=O)cc2S(=O)(=O)N1 (stereo unspecified)
[40] O=c1nc(-c2ccccc2)cc(C(F)(F)F)[nH]1
assay / entry,36,37,38,39,40
EBI2 antag,7,14,0,-3,-6
Gli-Sufu block,-4,-5,-28,-4,-2
CXCR6 block,-2,-4,2,0,-8
697 NFkB inh,-4,10,2,1,1
CCR6 antag,21,-3,8,13,-6
Jurkat NFkB inh,-2,-3,2,3,-5
UBC13 polyUb,8,6,-2,6,0
APJ antag,21,9,-3,14,-4

[41] CCCn1nc(C(=O)Nc2ccc3nc(C)sc3c2)c2ccccc2c1=O
[42] Cc1ccc(S(=O)(=O)NCc2ccc3c(c2)OCO3)cc1C
[43] CCCCCCCCS(=O)c1sc2nc3c(cc2c1N)CCCC3 (stereo unspecified)
[44] C(=N\n1cnnc1)/c1ccccn1
[45] COc1ccc(NC(=S)NNC(=O)c2ccco2)c(OC)c1
assay / entry,41,42,43,44,45
EBI2 antag,1,4,3,0,7
Gli-Sufu block,-4,-5,-3,1,-7
CXCR6 block,-5,-7,-6,2,12
697 NFkB inh,1,2,-27,-1,14
CCR6 antag,14,11,1,0,18
Jurkat NFkB inh,-4,13,-8,5,12
UBC13 polyUb,21,-5,15,-2,0
APJ antag,-9,0,15,-5,9

[46] Cc1sc2c(c1C)CN(C(C)(C)C)CN2C(=O)c1ccccc1
[47] O=C(c1ccc([N+](=O)[O-])cc1)N(Cc1ccccc1)c1ccccn1
[48] CCOC(=O)c1ccc(NC(=O)N2CCc3ccccc3C2)cc1
[49] CC(=O)c1cc2c(cc1NC(=O)CN1CCOCC1)OCO2
[50] O=C(CCc1nnc(CCCCc2ccccc2)o1)N1CCCC(O)C1 (stereo unspecified)
assay / entry,46,47,48,49,50
EBI2 antag,4,-5,9,-4,1
Gli-Sufu block,12,-3,-3,30,5
CXCR6 block,2,-5,-10,-1,-2
697 NFkB inh,-22,-4,-52,8,4
CCR6 antag,-8,2,4,-7,10
Jurkat NFkB inh,-35,19,-22,5,2
UBC13 polyUb,12,6,-16,-4,15
APJ antag,7,-10,-24,-4,0

[51] O=C(Nc1nccs1)C1CC(=O)N(c2ccccc2Cl)C1 (stereo unspecified)
[52] Cc1cccc(N2CCN(C(=O)CC(NC(=O)c3ccccc3)c3ccccc3)CC2C)c1 (stereo unspecified)
[53] Cc1cc2c(c(=O)n1Cc1ccco1)C(c1ccccc1)C(C#N)=C(N)O2 (stereo unspecified)
[54] CN(C)S(=O)(=O)c1ccc(Cl)c(NC(=O)CN2CCCC2)c1
[55] Cc1cccc(C(=O)Nc2cc(C)ccc2NC(=O)COc2ccccc2)c1
assay / entry,51,52,53,54,55
EBI2 antag,-5,-5,9,-2,-8
Gli-Sufu block,2,16,-1,23,6
CXCR6 block,3,6,-3,-3,-11
697 NFkB inh,19,-11,23,9,18
CCR6 antag,-5,14,14,0,-3
Jurkat NFkB inh,-3,4,11,3,10
UBC13 polyUb,9,-4,9,2,9
APJ antag,-12,-1,6,12,-3

[56] COc1ccc(-n2c(COc3ccc4c(c3)OCO4)nnc2SCC(=O)O)cc1
[57] COC(=O)C(Cc1ccccc1)NC(=O)CCCC(=O)NCc1cccc(OC)c1 (stereo unspecified)
[58] CC1CN(S(=O)(=O)c2ccccc2)C(C)CN1S(=O)(=O)c1ccccc1 (stereo unspecified)
[59] CSc1cc(C)nc(NC(C)=O)n1
[60] Cc1ccc(S(=O)(=O)/N=c2\sccn2C)cc1
[61] O=C(Nc1ccc(C(=O)O)cc1)/C(=C\c1cccc([N+](=O)[O-])c1)NC(=O)c1ccc(Br)o1
assay / entry,56,57,58,59,60,61
EBI2 antag,2,-1,-2,-4,-6,-7
Gli-Sufu block,-1,-8,-7,-2,1,4
CXCR6 block,-12,2,0,-7,8,-2
697 NFkB inh,-6,1,.,24,18,16
CCR6 antag,8,9,6,-3,7,19
Jurkat NFkB inh,1,3,.,8,-10,20
UBC13 polyUb,-6,-4,.,-3,-10,-6
APJ antag,14,5,.,12,-3,-2
